Source: PubChem (National Center for Advancing Translational Sciences (NCATS))
FEN1 inh: inhibitors of human flap endonuclease 1; Recombinant FEN1 flap cleavage, fluorescence, 15 min; Potency, µM (doses to about 114 µM), for the others: at the top dose activity change, negative = inhibition, usual class: inhibitors; actives 0.35% (n = 390,000); further: nearly all actives have a fitted effect of over 65% in size
Target sequence (P39748 whole entry, looked up): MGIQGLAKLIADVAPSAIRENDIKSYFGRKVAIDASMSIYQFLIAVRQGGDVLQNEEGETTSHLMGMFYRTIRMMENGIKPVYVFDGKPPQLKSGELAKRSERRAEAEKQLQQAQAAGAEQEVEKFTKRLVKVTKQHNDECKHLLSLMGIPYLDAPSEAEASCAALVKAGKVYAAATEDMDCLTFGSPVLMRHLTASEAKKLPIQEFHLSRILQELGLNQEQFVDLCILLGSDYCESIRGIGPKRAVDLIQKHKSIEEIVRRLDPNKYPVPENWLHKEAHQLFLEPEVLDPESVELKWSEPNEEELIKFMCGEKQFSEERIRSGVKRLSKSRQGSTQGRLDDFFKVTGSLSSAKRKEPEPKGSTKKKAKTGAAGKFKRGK
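Compounds are tested as a concentration series against 10 nM FEN1; after a 15 min room-temperature preincubation, 50 nM substrate starts cleavage, with plate reads at 0 and 15 min. Normalized responses are fitted by a Hill equation.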
N370S GC: N370S glucocerebrosidase modulation, Gaucher chaperone candidate; P04062; N370S GC spleen homogenate, 4MU-glucoside fluorescence; Potency, µM (series often up to 59.4 µM), for the others: at the highest dose activity change, negative = inhibition, usual class: inhibitors; actives 0.092% (n = 330,000); AID 2101;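 further: 0% = full enzyme activity and -100% = no enzyme basal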
KAT2A inh: inhibitors of human GCN5L2 histone acetyltransferase. actives 0.21% (n = 390,000). GCN5L2 HAT assay, ThioGlo1 CoA-SH fluorescence. Potency, µM (series often up to 58.9 µM), without a hit: top-dose activity change, negative = inhibition, usual class: inhibitors. Q92830
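Titration-based screen in which CoA formation is detected via maleimide probe ThioGlo1 (50uM) turning fluorescent on thiol reaction; substrates H3(1-25) 75uM and acetyl-CoA 70uM, GCN5L2 20nM, 20 min incubation at room temperature.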
* marks the source's active call; other numbers are inactive results; ? = inconclusive; / = no result given; & = joins results of further samples; [ ] = remark or other dose. The call rests on the fitted dose curve; in most records, active means well fitted curve in the direction sought with a large enough effect; inconclusive means small, poorly fitted or top-dose-only effect, or another doubt; inactive means no such curve, though single readings can be large; an effect the other way counts as inactive or inconclusive. Unless noted, on the % scale 0 is the no-effect control and ±100 the full control effect; potency means the concentration at half of the fitted maximal effect. Some of the compounds tested, so the mix of outcomes need not match the whole.

compound	FEN1 inh	KAT2A inh	N370S GC
Cc1noc(C)c1S(=O)(=O)N1CCC(Cc2ccccc2)CC1	-2%	-6%	8%
COc1ccc2c(C)c(C(=O)NCC(C)O)oc2c1OC (stereo unspecified)	-6%	-19%	-2%
O=C(CC(NCCc1ccccc1)C(=O)O)Nc1ccc(O)cc1 (stereo unspecified)	/	-4%	2%
C=CCn1c(SCC(=O)NC2CCS(=O)(=O)C2)nnc1-c1ccncc1 (stereo unspecified)	9%	10%	8%
O=C(CCc1ccccc1)NNC(=O)c1ccc(F)cc1	-12%	3%	-10%
CC(C)n1c(=O)c2oc3ccccc3c2n(CC(=O)Nc2ccccc2Cl)c1=O	-3%	0%	/
O=C(C[n+]1cccc(C(=O)N/N=C/c2ccc(Br)cc2)c1)c1ccccc1	4%	-1%	/
COc1cccc(N(CC(=O)NCCSc2ccccc2)S(C)(=O)=O)c1	-10%	-2%	3%
O=C(Nc1nc(-c2cccs2)cs1)c1cc2ccccc2oc1=O	/	0%	4%
COC(=O)c1cccc(C(=O)N2CCCC(CCC(=O)N(C)CCc3ccccn3)C2)c1 (stereo unspecified)	18%	?	-2%
O=S(=O)(Nc1ccccc1)c1ccc(NS(=O)(=O)c2cccs2)cc1	-13%	-5%	0%
Fc1ccccc1C1c2[nH]c3ccccc3c2CCN1Cc1ccoc1 (stereo unspecified)	-14%	-12%	1%
O=C1C2Sc3[nH]c(=O)sc3C(c3cc([N+](=O)[O-])ccc3O)C2C(=O)N1c1ccccc1 (stereo unspecified)	1%	-2%	?
CCCCOc1ccc(C(=O)NCC(=O)OC2CCOC2=O)cc1 (stereo unspecified)	-1%	/	4%
CCOC(=O)c1c(CN2CCOCC2)n(C)c2cc(Br)c(O)c(CN(C)C)c12	0%&4%	-5%&-2%	8%&-2%
CCOc1ccc(NS(=O)(=O)c2ccc(C(=O)N(C)Cc3cccc(OC)c3OC)cc2)cc1	-13%	-3%	?
O=C(CCCN1C(=O)C(c2ccccc2)Oc2cccnc21)NCc1ccc(F)cc1 (stereo unspecified)	5%	0%	1%
CN(CCOc1ccc(Cl)cc1)C(=O)CNS(=O)(=O)c1ccc(N(C)C)c([N+](=O)[O-])c1	7%	-1%	-1%
Brc1ccc2c(c1)C(c1cccnc1)=NNC(c1cccs1)=N2	6%	-4%	-7%
COc1cc(/C=N/NC(=O)c2ccc3ccccc3c2)ccc1Oc1ccc([N+](=O)[O-])cn1	-15%	-15%	-7%
COc1ccc(CC(=O)Oc2ccc(C)cc2Br)cc1S(=O)(=O)N1CCOCC1	-15%	2%	-8%
CCCONC(=O)Nc1ccccc1[N+](=O)[O-]	13%	-6%	4%
COc1ccccc1-c1cncnc1N(C)Cc1ccco1	/	-11%	4%
Cc1cc2c(N=NC(=O)C3CC3c3ccccc3)c(O)[nH]c2cc1Br (stereo unspecified)	-14%	-2%	10%
O=C(CS(=O)(=O)c1cn(Cc2ccc(F)cc2)c2ccccc12)N1CCCCC1	-6%	0%	0%
CCc1ccccc1NC(=O)CN1CCN(C(=O)CCC(=O)N2CCC(c3ccccc3)=N2)CC1	-2%	-4%	/
CCN(CC)S(=O)(=O)c1ccc(C(=O)NCCN(C)C)cc1	5%	-3%	-8%
O=C(Nc1ccnn1C1CCN(C(=O)c2cnsn2)CC1)c1cccc(F)c1	7%	-3%	-4%
Cc1noc(C)c1C(=O)Nc1nnc(-c2ccccc2)s1	-5%	-4%	5%
O=C(c1ccc(S(=O)(=O)N2CCOCC2)cc1)N1CCN(c2ccccc2F)CC1	-17%	-3%	-3%

Reprinted at random: two entries already listed
compound	FEN1 inh	KAT2A inh	N370S GC
COc1ccccc1-c1cncnc1N(C)Cc1ccco1	/	-11%	4%
CN(CCOc1ccc(Cl)cc1)C(=O)CNS(=O)(=O)c1ccc(N(C)C)c([N+](=O)[O-])c1	7%	-1%	-1%

Next structures
compound	FEN1 inh	KAT2A inh	N370S GC
CCOC(=O)c1ccc(NC(=O)COc2ccc(CNCCO)cc2OCC)cc1	-9%	0%	?
Cn1c(Cc2csc(N)n2)nnc1SCC(=O)NC1CCCCC1	8%	-3%	-4%
CC(C)c1ccc(NC(=O)CSc2nc3ccccc3nc2N2CCCC2)cc1	3%	-2%	?
O=C(NCc1cccnc1)C1CCCN(S(=O)(=O)c2cccc3nsnc23)C1 (stereo unspecified)	5%	0%	-2%
O=C(COC(=O)C1CCN(S(=O)(=O)c2cccs2)CC1)Nc1ccc(F)cc1F	-7%	-5%	-3%
COCCCNC(=S)N1CCC(C(=O)c2ccc3c(c2)OCCO3)CC1	-8%	-9%	-6%
CN1CCCN(S(=O)(=O)c2cccc(C(F)(F)F)c2)c2nc3ccccc3nc21	5%	-19%	/
COc1ccccc1-n1c(-c2cn(C)nc2C)n[nH]c1=S	5%	2%	0%
S=C(Nc1ccccn1)Nc1ccccc1Cl	4%	-15%	-3%
CC(=O)c1ccc(Nc2c3c(nc4ccccc24)CCCC3)cc1	0%	-8%	-17%
Cc1cccc(OCC(=O)N(Cc2cccs2)c2ccc(Cl)cc2)c1C	12%	-17%	/
COc1ccc(-c2nc(CNC(=O)Nc3ccccc3)c(C)o2)c(OC)c1	17%	18%	/
O=C(C1CC1)N1CCN(c2ccc(F)cc2)CC1	6%	-7%	-2%
Cc1nn(C)c2ncc(C(N)=O)c(Oc3ccc(Cl)cc3)c12	6%	-1%	1%
Cc1ccnc(SCC(=O)N2CCN(c3ccccc3)CC2)n1	-19%	-9%	12%
CCc1ccc(NC(=O)CNC(=O)c2cn(-c3ccccc3OC)c(=O)c3ccccc23)cc1	-14%	-12%	2%
CCOc1ccc(/C=N/n2c(C3CCCCC3)n[nH]c2=S)cc1	-6%	-9%	-10%
CCOC(=O)C1(CCCc2ccccc2)CCN(C(=O)c2cnc(C)cn2)CC1	-10%	-16%	9%
CC(=O)Nc1ccccc1OCC(=O)NCCC1=CCCCC1	0%	-3%	8%
COc1cc(C(O)P(=O)(OCC(C)C)OCC(C)C)cc(OC)c1OC (stereo unspecified)	1%	-3%	-5%
O=C(O)c1ccc(Nc2nc3ccccc3nc2NS(=O)(=O)c2cccs2)cc1	?	-9%	-1%
O=C(/C=C/c1ccccc1)N1c2ccccc2Sc2ccc(C(F)(F)F)cc21	1%	-15%	3%
COC(=O)c1ccccc1NC(=O)C/C(C)=N/NC(=O)CC#N	-4%	1%	15%
Cc1cc(C)cc(OCC(=O)Nc2ccc3c(c2)OCCO3)c1	0%	-5%	0%
CC(=O)Nc1cccc(OCCCNC(=O)c2ccc(F)cc2)c1	-7%	1%	1%
Cc1ccc(-c2nnc(COc3cccc(-n4cnnn4)c3)o2)cc1	-14%	-8%	20%
O=C(Cn1ccc(=O)[nH]c1=O)NCCO	7%	-1%	-3%
COc1cc(C2=NOC(C(=O)Nc3cccnc3)C2)cc(OC)c1OC (stereo unspecified)	-1%	-10%	7%
CC(=O)c1c(C)[nH]c(C(=O)Nc2cccc(S(=O)(=O)N3CCCCC3)c2)c1C	-29%	-6%	/
O=C(Nc1ccc(Cl)cc1C(=O)N1CCOCC1)c1cccc([N+](=O)[O-])c1	/	0%	3%
CCNS(=O)(=O)c1ccc(CCC(=O)NCc2cccnc2)cc1	20%	-3%	2%
COc1ccc2[nH]c3nc(SCC(=O)Nc4ccc5c(c4)OCO5)nnc3c2c1	4%	-28%	-2%[12.8 µM]
CCc1c(C)nc2ncnn2c1Nc1ccc(C#N)c(Cl)c1	7%	1%	14%
CCc1ccc(C2N3CC4(C)CN2CC(c2ccccc2)(C3)C4=O)cc1 (stereo unspecified)	3%	-5%	/
Cc1ccc(CNC(=O)c2cc(S(=O)(=O)N3CCCC(C)C3)cn2C)cc1 (stereo unspecified)	-4%	0%	/
CCOC(=O)C1=C(C)N=C2SC(CC)C(=O)N2C1c1cccc(F)c1 (stereo unspecified)	-22%	6%	3%
O=C(O)CCCCCN1C(=O)/C(=C\c2ccc(-c3ccc(Cl)cc3)o2)SC1=S	4%	-8%	5%
O=C(OCCN1C(=O)c2ccccc2C1=O)C1CC(O)CN1S(=O)(=O)c1ccc(Cl)cc1 (stereo unspecified)	6%	-2%	/
OC(COCC1COc2ccccc2O1)CN1CCc2ccccc2C1 (stereo unspecified)	-3%	-24%	-9%
CC1CCN(C(=S)NC(=O)c2ccc(F)cc2)CC1	-4%	-3%	/
COc1cccc(C(=O)OC2CCCN(C)C2)c1 (stereo unspecified)	-2%	-9%	9%
O=C(NCCc1ccccc1)c1nc2ncccn2n1	-2%	-4%[0.501 µM]	1%
COC(=O)c1cccc(NC(=O)CN2CCOCC2)c1	3%	2%	4%
COc1ccccc1Nc1nc(N)nc(CSC(=S)N2CCOCC2)n1	4%	-12%	-1%
C[C@H]1CN([C@@H](C)CO)C(=O)c2cccc(NC(=O)Nc3ccc(C(F)(F)F)cc3)c2O[C@@H]1CN(C)Cc1ccc(Cl)c(Cl)c1	-1%	-13%	/
CN1CCN(c2nc(-c3ccccc3)cc(C(F)(F)F)n2)CC1	-24%	-12%	-20%
CCOC(=O)Nc1ccc2c(c1)ncn2C1CCCCC1	7%	-21%	7%
COc1cc(CO)ccc1Oc1nc2ccccc2n2cnnc12	-9%	-1%	2%
NS(=O)(=O)c1ccc(CCNS(=O)(=O)c2ccc(Cl)nc2)cc1	-2%	4%	3%
O=C(/C=C/c1ccc(O)c(O)c1)c1ccc(S(=O)(=O)N2CCCCCC2)cc1	-7%	-19%	-8%
Cc1ccc(S(=O)(=O)N(CC(=O)NCc2ccccc2Cl)C(=O)N2CCN(C)CC2)cc1	31%	-4%	-22%
O=C(NNc1c(Cl)cccc1Cl)c1sccc1Cl	9%	?	7%
Cc1ccc(C)c(N2CCN(CCCNC(=O)Cn3c(-c4cccs4)cc4ccccc43)CC2)c1	4%	-7%	/
Cc1ccc(NC(=O)C2CCCN(S(=O)(=O)c3c(C)noc3/C=C/N(C)C)C2)cc1F (stereo unspecified)	-18%	-11%	-7%
Cc1ccc(S(=O)(=O)NCc2nnc(SCC(=O)Nc3cccc(C)c3C)n2C)cc1	7%	-5%	5%
CN(Cc1ccccc1)S(=O)(=O)CCNC(=O)c1ccc2c(c1)OCO2	-3%	-4%	-2%
O=C(Cn1c(=O)n(-c2ccc(F)cc2)c(=O)c2sccc21)Nc1cccc(C(F)(F)F)c1	-11%	-3%	/
COCCSc1nnc(NC(=O)C2CC(=O)N(c3ccc(OC)cc3)C2)s1 (stereo unspecified)	2%	-3%	-2%
CC1CCc2c(sc3ncnc(NS(=O)(=O)c4cccs4)c23)C1 (stereo unspecified)	-4%	-14%	10%
Cc1cc(/C=C(\C#N)C(=O)Nc2ccccc2F)c(C)[nH]1	-6%	-5%	3%

Laid out differently: three of the compounds above
SMILES: Cc1ccc(S(=O)(=O)N(CC(=O)NCc2ccccc2Cl)C(=O)N2CCN(C)CC2)cc1
- FEN1 inh = 31%
- KAT2A inh = -4%
- N370S GC = -22%
SMILES: O=C(NNc1c(Cl)cccc1Cl)c1sccc1Cl
- FEN1 inh = 9%
- KAT2A inh = ?
- N370S GC = 7%
SMILES: Cc1ccc(C)c(N2CCN(CCCNC(=O)Cn3c(-c4cccs4)cc4ccccc43)CC2)c1
- FEN1 inh = 4%
- KAT2A inh = -7%
- N370S GC = /

Additional structures.
compound	FEN1 inh	KAT2A inh	N370S GC
O=C(NC(=O)c1ccc(Cl)c(Cl)c1)OC1CCS(=O)(=O)C1 (stereo unspecified)	5%	-2%	-3%
Cc1ccc(-c2nn[nH]n2)cc1Cl	8%	0%	-11%
CCCc1nc(SCC(=O)N2CCOCC2)c2c(C)c(C)sc2n1	2%	-1%	-1%
O=C(CCc1ccccc1)NCCSc1ccccc1	-8%	-8%	-1%
O=C(COc1ccc(S(=O)(=O)N2CCOCC2)cc1Cl)NCc1ccco1	-10%	-6%	-24%

Single records (already shown).
CCCc1nc(SCC(=O)N2CCOCC2)c2c(C)c(C)sc2n1 as listed: FEN1 inh = 2%; KAT2A inh = -1%; N370S GC = -1%
O=C(CCc1ccccc1)NCCSc1ccccc1 as listed: FEN1 inh = -8%; KAT2A inh = -8%; N370S GC = -1%
